# KDM5B inhibitor: KDM5B demethylase inhibition; 2.6% of 220,000 active; AID 1347165; KDM5B demethylase, FDH-coupled NADH fluorescence (FDH is formaldehyde dehydrogenase); Potency, µM (top dose mostly 57.7 µM), inactives show top-dose activity change, negative = inhibition, usual class: inhibitors; active = well fitted inhibition curve with a large enough effect; inconclusive = small, poorly fitted or top-dose-only effect; inactive = no such curve, though single readings can be large or run the other way; note: 0% is about no effect; nearly all actives have a fitted effect of over 70% in size
#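 qHTS format, multiple compound concentrations. Buffer 50 mM HEPES pH 7.5/0.01% Tween-20; 200 nM KDM5BΔAP final; 10 min compound preincubation; substrate-mix levels 12.5 µM peptide, 25 µM α-KG, 0.25 mM NAD⁺; 30 min RT; ΔRFU.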
# * hit, by the source's call; i = inactive; ? = inconclusive; [ ] = another dose, or the depositor's remark. Potency is the fitted concentration of half-maximal effect.
cpd | Structure | KDM5B inhibitor
1 | CCc1ccc(S(=O)(=O)c2cn(C)c3cc(N4CCCCC4C)c(F)cc3c2=O)cc1 (stereo unspecified) | ?
2 | CCCC(NC(=O)NCc1ccc(F)cc1)C(=O)N(C)CC(=O)N(CC)CC (stereo unspecified) | 11%
3 | Cc1ccc(NC(=O)O[C@@H]2CO[C@H]3[C@@H]2OC[C@@H]3Nc2nccc(-c3ccccc3)n2)cc1 | 28µM*
4 | CC(=O)c1ccc(NC(=O)CN2C(=O)CN(C)C(=O)c3ccccc32)cc1 | -5%
5 | CC(C)c1ccc(C(=O)N2CCC(N3CC4CC(C3)[C@H]3CCCC(=O)N3C4)CC2)cc1 (stereo partly specified) | -19%
6 | Cc1noc(C)c1C(=O)N1CCC2(CC1)C(=O)NCN2C(=O)Cc1ccccc1 | -8%[115 µM]
7 | C[S+](=O)([O-])N1CC2ON=C(C(=O)NCCc3ccc(Cl)cc3)C2C1 (stereo unspecified) | -10%[115 µM]
8 | CCOc1ccc2c(n1)CCN(C(=O)c1ccoc1)C2 | -9%
9 | Cc1ccnn1CCC(=O)N[C@@H]1COCC[C@H]1Oc1ccc(C(N)=O)cc1 | -2%
10 | CCC(C)(C)C(=O)N1C[C@@H](CO)[C@H](c2ccncc2)C1 | -10%
11 | CC(=O)Nc1cccc(C(=O)NCc2ccccc2-n2ccnc2C)c1 | 16%
12 | COc1ccc(C(=O)N2C[C@@H](Oc3ccccc3)C[C@H]2C(=O)NC2CC2)cc1F | 2%
13 | Cc1c(C(=O)Nc2cc(S(=O)(=O)N3CCOCC3)ccc2N2CCN(C)CC2)oc2ccccc12 | 0%
14 | O=C(Nc1ccc(Cl)c(Cl)c1)N(Cc1c[nH]c2ccccc12)C1CCCCC1 | 6%
15 | CCC1CN(C(=O)Nc2cc(OC)cc(OC)c2)c2ccccc2S1 (stereo unspecified) | -30%
16 | COc1ccc(-c2cnc3[nH]cc(CC(=O)Nc4ccc(F)c(Cl)c4)c3c2)cc1 | -14%[86.2 µM]
17 | Clc1cccc(N/N=C/C(Br)=C/c2ccccc2)c1 | ?
18 | O=C1CCN(C(=O)C2CCN(C(=O)C3CCOC3)CC2)CCCCCCN1 (stereo unspecified) | 1%
19 | CCC(=O)N1CCc2cc(S(=O)(=O)N3CCN(c4ccccc4F)CC3)ccc21 | 6%
20 | Cc1cccc(Cn2c(CN3CCC(C(=O)NCc4ccccc4Cl)CC3)cc3ccccc32)c1 | ?
21 | CC(C)CN1CCN(Cc2cnc(-c3ccc(Cl)cc3)nc2)CC1CCO (stereo unspecified) | 10%
22 | CCOC(=O)N1CCN(C(=O)c2cc3cc(F)ccc3[nH]2)CC1 | 34%[activator]
23 | c1cc(CCCc2ccncc2)ccn1 | 31%
24 | C=CCNC(=O)c1ccc2cc[nH]c2n1 | 45µM*
25 | Cc1ccc(-n2ncc(C(=O)N3CCN(Cc4ccccc4)CC3)c2C2CCN(C(=O)OC(C)(C)C)CC2)c(C)c1 | 1%
26 | Cc1cc(CN2CCC3(CC2)CC(=O)c2ccc(Cl)cc2O3)no1 | 5%
27 | CCC(C)Nc1oc(/C=C/c2cccc(OC)c2)nc1C#N (stereo unspecified) | i
28 | N#CC1CCN(C(=O)c2nc3sccn3c2Br)CC1 | 1%[86.2 µM]
29 | Cc1ncsc1CCNC(=O)c1ccc2nc(-c3ccccc3)cn2c1 | 25µM*
30 | Cc1cc(NC(=O)CCC(=O)N(CC(=O)NC2CCCC2)c2ccc(C(C)C)cc2)no1 | 11%

# (more compounds)
cpd | Structure | KDM5B inhibitor
31 | CC(C)CNS(=O)(=O)CC1NCc2ccccc21 (stereo unspecified) | ?
32 | Oc1cc2ccccc2nc1-c1ccccc1Cl | -37%
33 | Cc1cccc(C)c1NC(=O)CSc1nnc(-c2cccs2)n1-n1cccc1 | 10%
34 | CSc1cccc(NC(=O)CCc2ncc(-c3ccccc3F)o2)c1 | -10%
35 | CCCS(=O)(=O)NCCc1ncc(C)n1Cc1ccccc1 | -26%
36 | COc1ccc(-c2nc(C)nc3c2CCN(Cc2ccnn2C)CC3)cc1 | 20µM*
37 | Cc1c(CC(=O)NCc2ccccc2)c(=O)oc2cc(O)ccc12 | i
38 | O=C1NC(=NC2CCCCC2)C2(CCN(CC3CCCCC3)CC2)N1c1cc(F)cc(F)c1 | -24%[115 µM]
39 | FC(F)(F)c1ccc(N2C3CCC2CN(Cc2cccc(-c4cccnc4)c2)C3)cc1 | 18%[115 µM]
40 | CN1CCC(CNC(=O)CCc2c[nH]c3ccccc23)CC1 | 9%
41 | Cc1cccc(CSc2nc3nc[nH]c3c(=O)[nH]2)c1 | 15%
42 | CCN(CC)S(=O)(=O)c1ccc(N/N=C(\C)c2ccc(OC)cc2O)nc1 | ?
43 | N#Cc1c(SCC(=O)N2CCCC2)nc(N2CCOCC2)c2c1CCCC2 | 2%
44 | O=C(OCc1cc(-c2ccccc2)no1)c1cc(Cl)c[nH]1 | -7%
45 | NC(=O)C1CN(C(=O)c2nn(Cc3ccccc3)c(=O)c3ccccc23)c2ccccc2O1 (stereo unspecified) | -2%
46 | CN1C(=O)CS(=O)(=O)C12CCN(C(=O)c1ccc(F)c(F)c1)CC2 | -1%
47 | CC(C)C(=O)Nc1cccc(C(=O)Nc2nnc(CC(C)(C)C)s2)c1 | -18%
48 | CCn1nccc1C(=O)N1CCC2(CC1)CC(N1CCN(c3ccccn3)CC1)CCO2 (stereo unspecified) | ?
49 | CCCn1c(Cn2ccnc2C)nc2cc(NC(=O)COc3ccc(OC)cc3)ccc21 | -5%
50 | CN(C)c1ccc(CN2CCC(N3CCOCC3=O)CC2)cc1 | -12%[149 µM]
51 | CC1CCN(CC(=O)N2CCC(c3nc4ccccc4o3)CC2)C1=O (stereo unspecified) | -5%
52 | O=C1CN(Cc2coc(-c3ccc(Cl)cc3)n2)CCN1 | 19%
53 | COc1cc(Nc2nc3ccccc3c3nnc(C)n23)cc(OC)c1 | 198%[activator]
54 | CN(C(=O)CSc1nncn2c1cc1occc12)c1ccccc1 | ?
55 | Cc1cccc(OCCCn2c(CCNC(=O)C(C)(C)C)nc3ccccc32)c1 | ?
56 | c1ccc(-c2nnn(Cc3csc(-c4ccccc4)n3)n2)cc1 | -15%
57 | N#CCCSc1sc(=S)sc1SCc1cc(C(F)(F)F)cc(C(F)(F)F)c1 | ?
58 | Cc1cc(=O)n2[nH]c(CN(C(=O)c3ccccc3C)c3ccc(Cl)cc3)nc2n1 | 19%
59 | COc1cccc(NS(=O)(=O)c2ccc3[nH]cc(C(=O)N4CCCC4)c(=O)c3c2)c1 | -19%
60 | Cc1cc(C)c2c(=O)cc(C(=O)NCc3ccc4c(c3)OCO4)oc2c1 | 3%

# Next section
cpd | Structure | KDM5B inhibitor
61 | CCN(C1CCOCC1)C1CN(C(=O)C2CCCCC2)C1 | -8%
62 | Brc1ccc(-c2noc(-c3ccco3)n2)o1 | 7%
63 | COc1ccc(CN2CC3ON=C(C(=O)O)C3C2)cc1 (stereo unspecified) | -23%[149 µM]
64 | CCc1nc(-c2c3n(c(=O)n(Cc4ccc(F)c(F)c4)c2=O)CCCC3)no1 | 9%
65 | CC(=O)N/C(=C/c1ccccc1)C(=O)OC(C(N)=O)c1ccccc1 (stereo unspecified) | 15%
66 | Cc1ccc(C(=O)NCC(c2cccs2)N(C)C)cc1S(=O)(=O)N1CCOCC1 (stereo unspecified) | -3%
67 | CC(C)C(=O)N1CCC2(CC1)NCCc1c2[nH]c2ccccc12 | 0%
68 | CC(c1ccc(F)cc1)N1Cc2cc(NC(=O)c3cccs3)ccc2OCC1=O (stereo unspecified) | ?
69 | Cc1cccc(C)c1Nc1c(-c2ccccc2Cl)nc2cnccn12 | ?
70 | O=C(CN1C(=O)COc2ccc(C(=O)COc3ccc(F)cc3F)cc21)Nc1ccc(F)cc1 | -25%
71 | CN(C(=O)c1cccc(Cl)c1)c1nc2ccccc2o1 | 2%
72 | COC(=O)C1=C(C(=O)OC)SC(=C(Cl)C(=S)Sc2ccccn2)S1 | ?
73 | COc1cccc(CNC(=O)c2ccc3c(c2)N(C)C2CCCCN2C3=O)c1OC (stereo unspecified) | ?
74 | Cc1nc(CN2C[C@H](C(=O)NCCOc3ccccc3)C[C@@H]2c2ccc(F)cc2)cs1 | ?
75 | COc1ccc(-c2cc(N3CCCC(NC(=O)CCc4ccccc4OC)C3)n[nH]2)cc1 (stereo unspecified) | 1%
76 | O=C(/C=C/c1cccs1)Oc1ccc2oc3ccccc3c2c1 | -6%
77 | COc1ccccc1OCCC1CCN(C(=O)NCC(C)C)C1 (stereo unspecified) | 18%
78 | CCOc1ccccc1NS(=O)(=O)c1ccc(-c2cnc(C3CC3)o2)cc1 | ?
79 | CCCCC(CC)CNC(=O)Cc1ccc(-n2c(=O)[nH]c3ccccc3c2=O)cc1 (stereo unspecified) | -24%
80 | Cc1cc2c(cc1S(=O)(=O)N(C)CC(=O)Nc1ccc(C#N)cc1)OCC(=O)N2 | 10%
81 | COc1ccc(N2C(=O)CCS2(=O)=O)cc1S(=O)(=O)N1CCC2(CC1)OCCO2 | 13%
82 | COc1ccc(NC(=O)C2CCCN(S(=O)(=O)c3ccc4c(c3)oc(=O)n4C)C2)c(OC)c1 (stereo unspecified) | -16%
83 | CCc1cccc(C)c1NC(=O)C1CCN(c2nn3c(=O)cc(C)nc3s2)CC1 | -7%
84 | Cc1ccc(-c2ccc(CCC(=O)O)n2-c2cccc(C(=O)O)c2)cc1 | -26%
85 | CCc1nnc(N2CCCC3(CCC(=O)N(Cc4ccccc4)C3)C2)s1 (stereo unspecified) | -26%
86 | CCn1ccc(C(=O)N2CCc3nnc([C@@H]4C[C@@H](O)CN4C)n3CC2)n1 | -6%
87 | Cc1ccc(Cl)cc1N1CCN(C(=O)c2nn(C)c3c2CS(=O)(=O)c2ccccc2-3)CC1 | -24%
88 | Cc1cccc(Cn2nc(-c3cccnc3)nc2C2(C(N)=O)CC2)c1 | 0%
89 | CCCn1c(=O)c2sccc2n2c(CCCC(=O)NC3CCCCC3)nnc12 | 7%
90 | Cc1ccc2nc(-c3ccc(O)cc3)c(Nc3ccc4c(c3)OCCO4)n2c1 | ?

# Later entries.
cpd | Structure | KDM5B inhibitor
91 | COc1ccc(NC(=O)NNS(=O)(=O)c2cc(C)ccc2C)cc1OC | 25%
92 | Cc1ccnn1CC(=O)N/N=C/c1ccc([N+](=O)[O-])s1 | -26%
93 | COCC1CN(C(=O)CC2=CCCCC2)CC12CCNCC2 (stereo unspecified) | -27%
94 | O=S(=O)(NCCc1nnc2ccc(SCc3ccc(C(F)(F)F)cc3)nn12)c1ccccc1 | 1%
95 | O=C1CSC(c2cccc(C(F)(F)F)c2)N1c1cccc(Cl)c1 (stereo unspecified) | 7%
96 | C/C(CC(=O)Nc1cccnc1)=N/NC(=O)COc1ccc(Cl)cc1Br | 24%
97 | CC(=O)N1CCC(N[C@@H]2CO[C@H](CNC(=O)c3ccncc3)[C@H]2O)CC1 | -12%[86.2 µM]
98 | COc1ccc(NC(=O)CSC2=Nc3ccccc3C3=NC(C)C(=O)N23)cc1Cl (stereo unspecified) | -11%
99 | CCCNC(=O)c1ccc(NC(=O)c2ccc(F)cc2)cc1 | 1%
100 | O=C(Nc1cccc(C(=O)N2CCN(c3ccc(Cl)cc3)CC2)c1)c1nsc2ccccc12 | -27%
101 | Cc1ccc(C)c(NC(=O)Cn2nnc(C(=O)NCc3ccco3)c2N)c1 | ?
102 | Cc1ccc(NC(=O)c2oc3ccccc3c2NC(=O)C23CC4CC(CC(C4)C2)C3)cc1 | -69%
103 | COc1ccc(/C=C/C(=O)c2cccs2)c(OC)c1 | ?
104 | O/N=C1\CCSc2ccccc21 | 12%
105 | Cc1ncsc1C(=O)NC(C)c1ccc(Cl)s1 (stereo unspecified) | 31%
106 | Cn1c(=O)c(=O)n(C)c2cc(S(=O)(=O)NCCN3CCN(c4ccccc4F)CC3)ccc21 | -12%
107 | CC(=O)c1c(C)n([O-])c2ccc(C)cc2[n+]1=O | ?
108 | COc1ccccc1CC(=O)N1CCCc2ncc(C(=O)Nc3ccccc3C)cc21 | -11%[86.2 µM]
109 | COc1ccc(-c2cc3nc(C)c(CCC(=O)NCc4ccc5c(c4)OCO5)c(C)n3n2)c(OC)c1 | -4%
110 | O=C(N[C@H](c1cccs1)C1CC(O)C1)c1n[nH]c2c1COCC2 (stereo partly specified) | 6%
111 | O=C(C1CCCC1)N1CC2(CCN(Cc3ccc(Cl)cc3)C2)OCc2ccccc21 (stereo unspecified) | -2%[115 µM]
112 | O=C(Nc1ccccc1C(=O)NC1CC1)c1cnc2ccccc2n1 | ?
113 | Cc1ccccc1C(C)NC(=O)Cn1cnc2c1c(=O)n(C)c(=O)n2C (stereo unspecified) | 13%
114 | Cc1cnc(NC(=O)c2nn(CC(C)C)c(=O)c3ccccc23)s1 | -7%
115 | Cc1cccc(-c2ocnc2C(=O)N2CCC3(CC2)CC(O)CCO3)c1 (stereo unspecified) | 8%
116 | COc1cc(CN2CCC(n3nccc3NC(=O)c3ccc4c(c3)OCO4)CC2)ccc1O | 13%

# An excerpt. The share of hits here may be higher or lower than overall.
